Screening data: PubChem, several laboratories
CSN inh – blocks human CSN-mediated cullin deneddylation; Q92905; Purified CSN, SCF-Nedd8-OG deneddylation, fluorescence polarization; inhibition, % at 12.5 µM; hit rate 0.38% among 360,000;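 active = pattern-corrected inhibition above about 35%, with an unprinted fluorescence ratio check between 0.5 and 1.5, limit read from the data, passing the limit was not always enough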;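 also: 0% = enzyme with substrate and 100% = substrate without enzyme; some results filed as inactive read as strong as hits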
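Assay system: purified human Csn5 enzyme expressed in HEK293T cells; Input: 0.24 nM Csn5 enzyme, final concentration; Reagent: 10 nM SCFSkp2-Nedd8OG; Compound dosing: 12.5 µM single point; Times: reaction 90 min, room temperature; Technique: fluorescence polarization readout.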
Rpn11 block – inhibitors of human proteasome Rpn11 | human 26S proteasome, Ub4-pepOG fluorescence polarization; 20S core pre-blocked with epoxomicin | calls only at 20 µM | O00487 | hit rate 0.59% among 360,000;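 active = inhibition at 20 µM, scaled to each plate's controls, above about 33%, limit read from the data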
Target sequence (O00487 whole entry, looked up): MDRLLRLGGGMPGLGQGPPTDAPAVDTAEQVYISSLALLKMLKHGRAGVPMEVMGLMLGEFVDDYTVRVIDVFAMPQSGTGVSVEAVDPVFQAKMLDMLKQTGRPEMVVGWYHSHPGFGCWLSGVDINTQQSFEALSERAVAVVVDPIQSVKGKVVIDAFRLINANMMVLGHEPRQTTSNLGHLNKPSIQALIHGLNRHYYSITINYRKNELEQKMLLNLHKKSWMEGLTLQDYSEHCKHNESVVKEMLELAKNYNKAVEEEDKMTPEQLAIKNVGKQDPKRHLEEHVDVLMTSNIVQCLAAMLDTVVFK
DNMT1 inh – inhibitors of human DNMT1 | AID 588458 | P26358 | inhibition (reported as % activation of signal), % at 10 µM | DNMT1 molecular beacon, Hinp1I cleavage, fluorescence | hit rate 0.83% among 360,000; in the data active = inhibition above about 50%
LMPTP block – blocks human LMPTP phosphatase. recombinant LMPTP-A, OMFP fluorogenic substrate, fluorescence intensity. inhibition, % at 20 µM. hit rate 0.22% among 360,000;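 active = compounds that cut the enzyme signal by at least half of the control window in the single-dose screen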;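 also: plate controls were DMSO wells with enzyme plus substrate for no effect and substrate without enzyme for full effect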
Target sequence (P24666 whole entry, looked up): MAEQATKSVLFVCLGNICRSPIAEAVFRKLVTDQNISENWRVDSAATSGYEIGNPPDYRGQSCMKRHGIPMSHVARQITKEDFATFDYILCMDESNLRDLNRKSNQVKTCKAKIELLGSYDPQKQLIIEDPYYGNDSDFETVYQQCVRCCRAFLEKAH
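Assay system: LMPTP-A enzyme. Input: 0.625 nM LMPTP-A final. Probe or stimulus: 400 µM OMFP. Compound dosing: single 20 µM dose. Schedule: 50 min dark incubation at room temperature. Detection: fluorescence intensity of OMFP turnover product. Read-out: percent inhibition versus substrate-only and uninhibited controls. Benchmarks: no-enzyme low control, uninhibited high control.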
NadD block – blocks S. aureus nicotinate mononucleotide adenylyltransferase; purified NadD enzyme, colorimetric absorbance read-out; inhibition, % at 20 µM; hit rate 0.78% among 360,000; AID 602399; in the data active = inhibition above about 26%; also: some compounds past the cut are filed as inactive
SUMO1-SIM PPI – SUMO1-SIM interaction modulation; hit rate 0.33% among 360,000; SUMO1 binding to a labelled peptide, TR-FRET, 1 h; inhibition, % at 20 µM; in the data active = inhibition above about 37%
Neddyl block – inhibitors of human cullin neddylation | hit rate 0.58% among 360,000 | TR-FRET cullin neddylation, biochemical | calls only at 25 µM | AID 651699 | P61081+Q13564; in the data active = inhibition above about 36%
STEP inh – STEP (human) phosphatase inhibition | P54829 | recombinant STEP, OMFP fluorogenic substrate, fluorescence | inhibition, % at 20 µM | hit rate 0.25% among 360,000;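 active = inhibition at 20 µM, scaled per plate between control wells, above about 37%, limit read from the data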;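 also: 0% = DMSO with enzyme and substrate and 100% = substrate only without enzyme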
Target sequence (P54829 whole entry, looked up): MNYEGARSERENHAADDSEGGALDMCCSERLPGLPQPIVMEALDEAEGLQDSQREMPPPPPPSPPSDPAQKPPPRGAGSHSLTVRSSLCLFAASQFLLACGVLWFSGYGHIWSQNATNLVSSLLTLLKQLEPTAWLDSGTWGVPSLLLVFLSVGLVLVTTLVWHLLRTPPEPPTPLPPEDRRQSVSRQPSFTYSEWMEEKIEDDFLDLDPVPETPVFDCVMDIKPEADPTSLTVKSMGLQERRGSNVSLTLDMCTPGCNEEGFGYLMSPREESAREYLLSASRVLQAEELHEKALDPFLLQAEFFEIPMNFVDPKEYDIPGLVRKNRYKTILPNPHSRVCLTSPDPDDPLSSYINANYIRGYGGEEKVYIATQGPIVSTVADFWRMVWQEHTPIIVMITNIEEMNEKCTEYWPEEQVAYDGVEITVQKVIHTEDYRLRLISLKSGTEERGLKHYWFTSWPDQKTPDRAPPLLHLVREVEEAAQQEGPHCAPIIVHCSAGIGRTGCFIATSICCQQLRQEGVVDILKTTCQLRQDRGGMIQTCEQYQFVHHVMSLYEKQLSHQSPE
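Material: STEP (striatal-enriched tyrosine phosphatase) enzyme, cell-free | Medium: 50 mM Bis-Tris pH 6.0 with 2.5 mM DTT and 0.005% Tween 20 | Read-out: Percent inhibition scaled to no-enzyme and uninhibited-enzyme controls, plate-pattern corrected | Signal: Fluorescence read at 480 nm ex / 540 nm em | Times: 20 min reaction, room temperature, in the dark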
Scp1 inh – inhibitors of human Scp-1 phosphatase; hit rate 0.88% among 340,000; Recombinant Scp1, phosphopeptide, malachite green phosphate absorbance; Q9GZU7; inhibition, % at 20 µM; AID 493091;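 active = inhibition above about 50% at 20 µM, limit read from the data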;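 also: plate controls were DMSO wells with enzyme for no effect and wells lacking enzyme for full effect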
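Assay system: SCP-1 catalytic fragment, aa 76-261 | Buffer or medium: Tris acetate buffer pH 5.5 with MgCl2 and Tween-20 | Compound: One concentration, 20 µM, with 1.0% DMSO | Also added: Phospho 17-mer peptide substrate | Signal: Absorbance at 630 nm | Incubation: 45 min enzyme reaction at room temperature | Measure: % inhibition of SCP-1 phosphate liberation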
Rin1-Abl PPI inh – human Rin1-Abl interaction inhibition; P00519+Q13671; TR-FRET Rin1/Abl binding, biochemical; inhibition, % at 7.35 µM; hit rate 0.4% among 360,000; in the data active = inhibition above about 5%, passing the limit was not always enough
Numbers without * were called inactive; i = inactive; nt = not tested or not shown; + = active, no number.

no. | CSN inh | Rpn11 block | DNMT1 inh | LMPTP block | NadD block | SUMO1-SIM PPI | Neddyl block | STEP inh | Scp1 inh | Rin1-Abl PPI inh | canonical_smiles
1 | -4 | i | 5 | 2.4 | -3 | -3 | i | 0 | -6 | 5 | Cc1ccc(S(=O)(=O)N2CCN(C(=O)CSc3ncn[nH]3)CC2)c(C)c1
2 | -8 | i | -2 | -0.9 | 1 | 4 | i | -3 | -5 | -1 | O=C(O)Cc1csc(-c2ccc(F)cc2)n1
3 | -1 | i | 2 | -2.1 | -1 | 5 | i | -1 | 7 | 1 | CCOc1ccccc1OCC(=O)Nc1nnc(C)s1
4 | 0 | i | 5 | -2.3 | 3 | 0 | i | 1 | -4 | -5 | CCN1CCN(S(=O)(=O)c2cccs2)CC1
5 | 0 | i | -2 | -0.6 | -2 | 0 | i | 0 | 1 | -2 | CCCCOc1ccc(N(CC(=O)NC(C)(C)C)C(=O)CCC(=O)Nc2nccs2)cc1
6 | 8 | i | -6 | 0.1 | -11 | -5 | i | 1 | -7 | -4 | Cc1ccc(S(=O)(=O)NCC(=O)OCC(=O)c2ccc(Cl)s2)cc1
7 | -4 | i | 2 | 0.0 | 2 | -13 | nt | -2 | -5 | -1 | Cc1cc(OCC(=O)NCCN2CCOCC2)c2c(C)c(C)c(=O)oc2c1
8 | 2 | i | 1 | 2.1 | 5 | 3 | i | 1 | -4 | 2 | O=C(c1cccc(S(=O)(=O)N2CCN(c3ccccc3)CC2)c1)N1CCCCCCC1
9 | -8 | i | -3 | -4.4 | 4 | -1 | i | -3 | 1 | -2 | CC(C)(C)NC(=O)NC(=O)Cn1ccsc1=N
10 | 0 | i | -2 | 2.2 | 5 | -5 | i | -2 | 1 | -1 | CCCc1cc(-c2nc(-c3ccc(Br)cc3)cs2)ccn1
11 | 2 | i | -28 | 1.3 | 14 | 3 | i | 2 | -7 | 3 | Cc1cc(C)cc(NC(=S)NCc2ccc3[nH]c4c(c3c2)CCCC4)c1
12 | -7 | i | 38 | 3.8 | -2 | -53 | i | 1 | 1 | -13 | CN(C)CCNC(=O)c1ccc(Cl)c2cc3ccccc3nc12
13 | 0 | i | 0 | 0.4 | -4 | -1 | i | 1 | -1 | -3 | COc1ccccc1OCC(=O)Sc1ccc(C)cc1
14 | -9 | i | 1 | -0.5 | 1 | -6 | i | 2 | -4 | -5 | O=c1oc2ccccc2cc1-c1cn2ccccc2n1
15 | 10 | i | 38 | 0.4 | 5 | 7 | i | 0 | 1 | 3 | Cn1cc(/C=C2/SC(=O)N(CC(=O)Nc3ccc4c(c3)OCO4)C2=O)c2ccccc21
16 | -4 | i | 1 | 0.7 | -3 | 1 | i | -1 | -5 | -4 | Cc1ccc(N(CC(=O)NC2CC2)S(=O)(=O)c2ccccc2)c(C)c1

Entries of single compounds, looked up by structure.
Cc1cc(C)cc(NC(=S)NCc2ccc3[nH]c4c(c3c2)CCCC4)c1 reads CSN inh = 2; Rpn11 block = i; DNMT1 inh = -28; LMPTP block = 1.3; NadD block = 14; SUMO1-SIM PPI = 3; Neddyl block = i; STEP inh = 2; Scp1 inh = -7; Rin1-Abl PPI inh = 3
O=C(c1cccc(S(=O)(=O)N2CCN(c3ccccc3)CC2)c1)N1CCCCCCC1 reads CSN inh = 2; Rpn11 block = i; DNMT1 inh = 1; LMPTP block = 2.1; NadD block = 5; SUMO1-SIM PPI = 3; Neddyl block = i; STEP inh = 1; Scp1 inh = -4; Rin1-Abl PPI inh = 2
COc1ccccc1OCC(=O)Sc1ccc(C)cc1 reads CSN inh = 0; Rpn11 block = i; DNMT1 inh = 0; LMPTP block = 0.4; NadD block = -4; SUMO1-SIM PPI = -1; Neddyl block = i; STEP inh = 1; Scp1 inh = -1; Rin1-Abl PPI inh = -3

The list goes on:
no. | CSN inh | Rpn11 block | DNMT1 inh | LMPTP block | NadD block | SUMO1-SIM PPI | Neddyl block | STEP inh | Scp1 inh | Rin1-Abl PPI inh | canonical_smiles
17 | 6 | i | -1 | 1.2 | -1 | -7 | i | 0 | -5 | -2 | Cc1ccc(S(=O)(=O)NCCN=Cc2ccc(N(C)C)cc2)cc1
18 | 3 | i | -4 | 0.5 | 10 | -2 | i | 1 | -6 | 2 | COc1ccc(S(=O)(=O)Nc2cc3c4c(c2)CC(=O)N4CCC3)cc1C
19 | 8 | i | 0 | -1.8 | -7 | -26 | i | 2 | nt | 0 | Cn1c(-c2ccccc2)cc(=NNS(C)(=O)=O)c2cc(S(=O)(=O)O)ccc21
20 | 4 | i | -18 | 0.9 | 5 | -23 | i | 1 | -3 | 8 | O=C1CC(c2ccccc2)=NN1c1ccc([N+](=O)[O-])cc1
21 | 2 | i | 0 | -0.6 | 0 | 1 | i | 2 | -7 | -1 | O=C(CSc1nnc(CNC(=O)c2ccc(F)cc2)o1)NCc1ccccc1
22 | 3 | i | 0 | -1.6 | -6 | -6 | i | -1 | -4 | 3 | COc1ccccc1NC(=O)C1CCCN1C(=O)Nc1ccc(F)cc1 (configuration not stated)
23 | -2 | i | 0 | -1.5 | 0 | -1 | i | -3 | -11 | 4 | COc1ccc(OC)c(C(O)CNC(=O)CN)c1 (configuration not stated)
24 | 4 | i | -4 | 0.2 | 1 | -21 | i | 1 | 1 | -2 | Cc1cccc(NC(=O)C2CCCN(S(=O)(=O)c3cccc4nsnc34)C2)n1 (configuration not stated)
25 | 1 | i | 1 | -0.8 | -3 | -26 | i | -1 | -8 | 1 | N/C(=N\OC(=O)c1ccccc1F)c1cccc([N+](=O)[O-])c1
26 | -9 | i | -1 | -2.1 | -1 | 0 | i | -2 | -2 | -3 | CC(C)n1c(CN2CCN(Cc3ccccc3)CC2)nc2ccccc21
27 | -1 | i | 2 | -0.2 | -2 | -2 | i | -5 | -8 | 0 | CC(=O)N(C)c1ccc(OCC(O)COc2ccc(N(C)C(C)=O)cc2)cc1
28 | 6 | i | -1 | -2.6 | -9 | 3 | i | -1 | -4 | 0 | COc1ccc(C(C)=O)cc1Cn1cnc2c(cnn2C)c1=O
29 | -12 | i | -2 | 0.7 | -1 | 1 | i | -1 | 3 | 1 | O=C(Cn1c(=O)sc2ccccc21)Nc1ccc(O)cc1
30 | 3 | i | 1 | -0.6 | -2 | 7 | i | 4 | -10 | -1 | Cn1c(=O)c2cc(S(=O)(=O)NC(C(=O)Nc3cccnc3)c3ccccc3)ccc2n(C)c1=O (configuration not stated)
31 | 3 | i | -5 | 3.3 | -8 | -6 | i | 1 | -6 | -3 | CC(C)CSc1oc(-c2ccco2)nc1S(=O)(=O)c1ccccc1
32 | 6 | i | -3 | -1.7 | -2 | 3 | i | 0 | -10 | 1 | CC(=O)COc1ccc(-c2csnn2)cc1
33 | -4 | i | -3 | -2.0 | -5 | -1 | i | -2 | -6 | 0 | Cc1occc1C(=O)N1CCCC(CCC(=O)NCc2ccc(F)c(F)c2)C1 (configuration not stated)
34 | 1 | i | 0 | 0.2 | -12 | -1 | i | -1 | 3 | -1 | CCN(CC)CCCN(C(=O)c1ccco1)c1nc(-c2ccc(C)cc2)cs1
35 | -3 | i | -3 | -1.1 | 0 | -6 | i | -1 | -6 | 0 | Cc1ccc(N(CC(=O)NCc2ccco2)C(=O)CCC(=O)Nc2ccccn2)cc1C
36 | -10 | i | -1 | -1.2 | 3 | 2 | i | -1 | -3 | -1 | Cc1ccccc1C(=O)Nn1cnc2ccccc2c1=O
37 | 5 | i | 1 | -2.0 | -1 | -1 | i | 1 | 5 | 1 | O=C(CCN1C(=O)c2ccccc2S1(=O)=O)Nc1ccccc1F
38 | 1 | i | -4 | 0.4 | 5 | 0 | i | 1 | -8 | 1 | CCCCN(CC(=O)Nc1cccc(S(=O)(=O)N2CCCC2)c1)Cc1nc2ccccc2c(=O)[nH]1
39 | -4 | i | -1 | -0.5 | -3 | -8 | i | -2 | -4 | -3 | O=C1c2ccccc2C(=O)N1CC1=NCCc2ccccc21
40 | -2 | i | -1 | 0.7 | -5 | -18 | i | -2 | -3 | 2 | COc1ccc(C(C(=O)NCc2ccccc2)N(Cc2ccco2)C(=O)c2snc(C(N)=O)c2N)cc1OC (configuration not stated)
41 | -6 | i | 0 | 1.0 | 1 | -1 | + | 1 | -7 | 0 | COc1ccc(-c2cc3ccc(OCc4nn[nH]n4)cc3oc2=O)cc1OC
42 | -9 | i | -1 | -0.5 | -3 | 3 | i | 0 | 1 | 5 | O=C(CCNS(=O)(=O)c1ccc(Br)cc1)NCc1ccco1
43 | -1 | i | 1 | -1.6 | -2 | -5 | i | -2 | 4 | -2 | CN1C(=O)c2oc3ccccc3c(=O)c2C1c1cccnc1 (configuration not stated)
44 | 1 | i | -4 | 0.1 | -6 | 2 | i | 1 | -4 | -4 | CCN(CC)S(=O)(=O)c1ccc(/C=C/C(=O)Nc2ccc(F)c(F)c2F)cc1
45 | 7 | i | 1 | -1.4 | 1 | -3 | i | 13 | 0 | 0 | Cn1c(CCC(=O)O)nc2cc(S(=O)(=O)N3CCCCC3)ccc21
46 | 3 | i | 0 | 8.5 | -4 | 2 | i | 4 | -7 | -3 | O=C1CCc2cc(S(=O)(=O)N3CCN(c4cccc(C(F)(F)F)c4)CC3)ccc2N1
47 | 0 | i | -1 | -0.2 | 1 | -2 | i | 0 | -6 | 1 | CN(c1cccc(NC(=O)CCSc2ccccc2)c1)S(C)(=O)=O
48 | 1 | i | 3 | -2.0 | -3 | 1 | i | 5 | -3 | 2 | CCOC(=O)N1CCC(NC(=O)C2CCN(S(=O)(=O)c3cccs3)CC2)CC1
49 | 2 | nt | nt | 6.0 | 16 | 3 | i | nt | nt | nt | CCCCCCCCN1C(=O)[C@H](CC(=O)NCC23CC4CC(CC(C4)C2)C3)C[C@@]2(C(=O)OCC)CCCC=C12
50 | 0 | i | 7 | 0.3 | 1 | 0 | i | -2 | -3 | -2 | CC(C)(O)[C@H](O)Cc1cc2ccc(=O)oc2cc1O[C@@H]1O[C@H](CO)[C@@H](O)[C@H](O)[C@H]1O
51 | 3 | i | -4 | 1.2 | -4 | -28 | i | 0 | 7 | 0 | COc1cc(-c2cc(C(=O)Nc3cc(S(=O)(=O)N4CCOCC4)ccc3C)c3ccccc3n2)cc(OC)c1OC
52 | -4 | i | -3 | -1.7 | -5 | -2 | i | -2 | 3 | -2 | CN(CCc1ccccn1)C(=O)Nc1cc(Cl)cc(Cl)c1
53 | 1 | i | 5 | -1.1 | 10 | 2 | i | 1 | -4 | 2 | Cc1ccc(C(C)C)c(OCC(=O)NNC(=O)CC2OC(=O)c3ccccc32)c1 (configuration not stated)
54 | -5 | i | 1 | 0.1 | 2 | 2 | i | 0 | -1 | -3 | Cc1ccc2c(c1)sc(=NC(=O)c1cccs1)n2C
55 | 1 | i | 1 | -0.9 | 0 | -4 | i | -2 | nt | -3 | CCc1ccc(N2C(=O)CC(c3ccc(F)cc3)C3=C2COC3=O)cc1 (configuration not stated)
56 | -1 | i | -7 | -1.0 | -4 | 0 | i | 1 | -4 | -1 | O=C(Nc1ccc(S(=O)(=O)N2CCOCC2)cc1)c1cccnc1
